Cardio protect: myocardial damage modulation in H9c2 cells | protection from H2O2 cell death, % at 20 µM | H9c2 cardiomyocytes, H2O2 injury protection, ATPLite, 2 h | 0.63% of 360,000 active | AID 588492;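 active = compounds giving at least 50% protection of heart cells from peroxide-induced death in the single-dose screen, raw or plate-pattern-corrected value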;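 note: 0% = DMSO wells with peroxide and 100% = DMSO wells without peroxide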
MC4R antagonist: antagonists of human melanocortin 4 receptor (MC4R) | P32245 | MC4R-expressing cells, MTII-stimulated cAMP, LANCE TR-FRET | inhibition, % at 6.5 µM | 0.48% of 360,000 active | AID 540295;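 active = inhibition above its plate's cutoff, the mean of tested wells on that plate plus 3 SD, cut at about 29% in these data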;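 note: 0% = Melanotan II alone and 100% = Melanotan II plus saturating MCL0020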
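System: U2OS-MC4R stable cell line; Technique: Eu-cAMP/anti-cAMP TR-FRET, emission 671 nm; Repeats: single well per compound; Also added: Melanotan II; Dosing: one concentration, 6.5 µM nominal; Schedule: 30-min compound, 1-h challenge, 1-h detection, room temperature.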
MC4R barr agon: agonists of human melanocortin 4 receptor (MC4R) beta-arrestin; activation, % at 8.9 µM; U2OS MC4R beta-arrestin complementation, luminescence; percent of melanotan II response, DMSO zero; 0.98% of 360,000 active; P32245; AID 540308;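 active = activation above a per-plate cutoff, the mean activation of sample wells on that plate plus 3 SD, cut at about 8% in these data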
m5-HT2A agonist: mouse HTR2A agonism via beta-arrestin recruitment; P35363; CHO-K1 mHTR2A beta-arrestin complementation, luminescence; percent of 30 µM serotonin response; activation, % at 7.6 µM; 0.66% of 360,000 active; AID 624169;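 active = activation above a run cutoff, the mean activation of all tested compounds plus 3 SD, cut at about 14% in these data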;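 note: 0% = plate median of compound wells and 100% = 30 µM serotonin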
NOD2 RIPK2 PPI: NOD2-RIPK2 protein interaction inhibition; 0.38% of 360,000 active; AID 624267; inhibition, % at 4.98 µM; CHO BLA complementation NOD2-RIPK2, CCF4 ratio; in the data active = inhibition above about 21%;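 note: 0% = vehicle only and 100% = reference blocker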
N-glyco inh: N-linked glycosylation inhibition; D54 ERlucT glycosylation luciferase reporter, 24 h; percent of 100 nM tunicamycin response; reporter increase, % at 12.5 µM; 0.23% of 360,000 active;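 active = mean luciferase reporter signal, scaled so untreated is 0 and the glycosylation-blocking control 100, at or above a set limit in every replicate; inconclusive = mean reaches the limit but not every replicate does; inactive = mean below the limit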;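 note: luciferase carries N-glycosylation sites so blocking glycosylation raises the light; 0% = median of neutral control wells and 100% = median of 100 nM tunicamycin wells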
ABCB6 inh MLPCN: human ABCB6 transporter inhibition; Q9NP58; 0.19% of 360,000 active; K562-ABCB6 porphyrin accumulation, flow cytometry, 1 h; active compounds read low; fluorescence ratio to DMSO, % at 10 µM;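 active = fluorescence ratio to DMSO below 75%, the collection mean minus 3 SD; inconclusive = too few cells collected in the well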;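 note: signal is porphyrin accumulated inside mitochondria; 100% equals median channel fluorescence of DMSO control wells; lower ratio means ABCB6 inhibition with less porphyrin fluorescence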
ABHD5 PLIN5 PPI: ABHD5-PLIN5 protein interaction inhibition | inhibition, % at 4 µM | 0.78% of 360,000 active | Split G. princeps luciferase complementation, luminescence, 4 h | Q00G26+Q8WTS1;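 active = inhibition above the mean inhibition across every tested compound plus 3 SD, cut at about 22% in these data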;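 note: 0% = DMSO only wells and the 100% control is not disclosed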
Target sequence (Q00G26 whole entry, looked up): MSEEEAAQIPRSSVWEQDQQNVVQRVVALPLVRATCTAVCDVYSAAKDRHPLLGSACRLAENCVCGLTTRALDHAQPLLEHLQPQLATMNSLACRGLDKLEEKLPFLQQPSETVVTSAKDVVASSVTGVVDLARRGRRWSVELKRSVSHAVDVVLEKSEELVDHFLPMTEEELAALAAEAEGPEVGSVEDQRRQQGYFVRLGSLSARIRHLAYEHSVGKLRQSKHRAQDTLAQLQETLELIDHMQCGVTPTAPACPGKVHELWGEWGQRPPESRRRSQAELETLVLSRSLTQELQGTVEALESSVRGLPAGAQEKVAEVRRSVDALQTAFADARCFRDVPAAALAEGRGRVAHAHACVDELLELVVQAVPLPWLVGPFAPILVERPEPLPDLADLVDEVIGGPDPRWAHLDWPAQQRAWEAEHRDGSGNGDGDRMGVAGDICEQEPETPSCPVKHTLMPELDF
Target sequence (Q8WTS1 whole entry, looked up): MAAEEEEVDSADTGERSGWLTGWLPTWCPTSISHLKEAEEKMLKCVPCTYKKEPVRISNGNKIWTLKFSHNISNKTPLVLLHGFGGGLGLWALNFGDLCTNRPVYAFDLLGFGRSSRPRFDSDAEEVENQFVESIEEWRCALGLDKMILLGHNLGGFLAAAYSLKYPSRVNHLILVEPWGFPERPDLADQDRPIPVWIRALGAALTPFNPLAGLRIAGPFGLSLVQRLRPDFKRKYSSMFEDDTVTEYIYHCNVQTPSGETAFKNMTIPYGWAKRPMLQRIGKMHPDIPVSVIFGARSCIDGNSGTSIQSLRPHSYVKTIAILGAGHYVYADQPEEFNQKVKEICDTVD
TLR9-MyD88 inh: inhibitors of human TLR9-MyD88 binding | Q9NR96+Q99836 | CHO BLA complementation TLR9-MyD88, CCF4 FRET ratio | inhibition, % at 4.98 µM | 0.21% of 340,000 active;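 active = inhibition above the mean over all tested compounds plus 3 SD, cut at about 21% in these data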;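 note: 0% = DMSO only wells and 100% = clavulanate BLA inhibitor control wells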
SRC2 inh: inhibits human steroid receptor coactivator 2 | 0.17% of 370,000 active | inhibition, % at 9 µM | HEK293 GAL4-SRC2 luciferase reporter, luminescence | AID 651957 | Q15596;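 active = inhibition above the mean inhibition of all tested compounds plus 3 SD, set per campaign, cut at about 52% in these data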;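 note: 0% = DMSO treated cells and 100% = cells given Gossypol at 36 µM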
* hit, by the source's call; u = inconclusive; x = not tested or not shown.

SMILES	Cardio protect	MC4R antagonist	MC4R barr agon	m5-HT2A agonist	NOD2 RIPK2 PPI	N-glyco inh	ABCB6 inh MLPCN	ABHD5 PLIN5 PPI	TLR9-MyD88 inh	SRC2 inh
COc1ccc(C)cc1NC(=O)C(c1ccccc1)N1CCN(CC(=O)N2CCOCC2)CC1 (configuration not stated)	2	22	1.1	3	-8	0	103	-3	3	-27
O=C(CSc1ccc2c(c1)OCCO2)Nc1ncccc1O	2	13	-1.4	0	-5	2	98	-11	2	3
NC(=O)c1c(N)sc(=S)n1-c1ccccc1	-4	2	-3.0	3	-7	-1	96	-1	1	-4
Cc1ccc(NC(=O)C(C)OC(=O)c2nc(Cl)ccc2Cl)cc1S(=O)(=O)N1CCOCC1 (configuration not stated)	13	8	3.6	10	-15	1	94	3	1	-10
O=C(c1cccc(NS(=O)(=O)c2cccc(C(F)(F)F)c2)c1)N1CCOCC1	0	6	-0.8	7	-3	2	97	-3	2	1
O=C(Cc1ccccc1)Nc1ccccc1C(=O)N1CCN(c2ccccc2)CC1	-4	-7	-1.1	2	-6	-1	96	-2	4	5
C/C(=N\O)c1ncc(C(F)(F)F)cc1Cl	-6	2	3.4	-1	-3	0	105	2	-10	7
CC(C)C(OC(=O)c1cccs1)C(=O)NCc1ccccc1 (configuration not stated)	4	-2	0.1	2	5	-1	81	-6	7	-7
O=C(COC(=O)C1=COCCO1)Nc1cccc(Oc2ccccc2)c1	-1	1	0.2	-1	-3	0	102	-2	-1	-5
Cc1cc(C)nc(N(C#N)Cc2ccccc2C)n1	1	-5	1.1	-5	4	1	103	-1	-10	-37
CC1(C)Cc2c(C#N)c(N3CCN(C(=O)c4ccccc4)CC3)nc(-c3ccco3)c2CS1	2	0	-0.3	0	5	-1	107	16	-2	1
O=C(Nc1cc(C(F)(F)F)ccc1N1CCCC1)C1CCCO1 (configuration not stated)	-1	-2	-0.2	0	-15	1	102	-2	-1	14
Cc1sc(-n2c(C)cc(C=O)c2C)c(C(=O)O)c1C	0	24	-0.4	-3	-20	-2	101	7	-3	16
COc1ccc(N2CCN(C(=O)c3ccccc3F)CC2)c([N+](=O)[O-])c1	5	10	-0.3	-2	-5	1	100	0	-5	0
CN1CCN/C1=C(/C(Cl)=C(Cl)Cl)[N+](=O)[O-]	-1	36*	-3.2	-2	-7	-1	97	-5	-15	-40
COc1ccc(-n2c(C)cc(C(=O)CSc3nnc(-c4cccs4)o3)c2C)cc1	-17	2	-0.7	4	-12	-1	92	8	-5	36
CCn1c(CNC(=O)Cc2ccc(OC)cc2)nnc1SCC(=O)NC1CCCCC1	-1	13	-0.4	5	8	0	95	1	-11	-36
CCC(=O)Nc1ccccc1C(=O)OCC(=O)Nc1ccc(S(N)(=O)=O)cc1	11	0	-2.1	9	-14	0	87	3	0	-7
COc1ccc(C(=O)/C=C2\Sc3ccccc3N2C)cc1	-15	-7	4.3	2	0	-11	98	8	x	-48
CC(=O)NNC1=Nc2ccccc2N(C)C(C)C1 (configuration not stated)	-6	-1	-0.3	1	-1	3	99	5	-7	-1
CCOC(=O)/C=c1/s/c(=C\c2c(OC)ccc3ccccc23)c(=O)n1CC(=O)NCC1CCCO1 (configuration not stated)	23	-14	-0.8	-3	11	u	100	-10	7	14
N#Cc1ccc(/C=C/C(=O)c2ccccc2)cc1	-14	19	-2.1	-8	9	13	96	83*	15	23
O=c1c2ccccc2sn1-c1ccc(S(=O)(=O)N2CCCC2)cc1	-8	-2	-2.4	5	2	-4	97	-28	-3	12
CCOC(=O)COc1ccccc1C(=O)c1cnn(-c2ccccc2)c1	-4	9	-2.1	-7	-2	-2	96	2	0	-38
CC(C)(C)NS(=O)(=O)c1ccc2nc(NC(=O)c3ccc(N4C(=O)CCC4=O)cc3)sc2c1	1	16	-2.0	1	-3	1	98	6	-1	3
O=S1(=O)CC(N2CC=CC2)CN1Cc1cn(Cc2ccc(Cl)cc2)nn1 (configuration not stated)	x	x	x	12	-1	x	102	8	x	4
CCOc1ccc(C(=O)NCC(=O)OCc2cc(C(C)=O)ccc2OC)cc1	5	4	-1.4	-4	-8	-1	98	6	1	-5
O=C(Cc1cccs1)NNC(=S)NC(=O)c1ccco1	23	9	-0.4	-1	-7	2	95	-9	4	-1
CCCn1c(C)cc(C(=O)COc2ccc(-c3nnco3)cc2)c1C	-23	13	-3.0	-3	5	-4	98	0	7	-13
Cc1ccc(C)c(S(=O)(=O)Nc2nc3ccc(S(N)(=O)=O)cc3s2)c1	6	6	0.4	2	0	2	96	4	-7	11
CC(C)(C)NC(=O)CSc1ncnc2c1cnn2-c1ccccc1	-5	8	-0.4	6	-4	-3	99	-3	-7	8
O=C(c1ccccc1)c1c(-c2ccccc2)[nH]n(-c2ccccc2)c(=O)c1=O	3	8	-2.1	2	-3	1	101	8	-9	10
CCOC(=O)NC(CC(=O)O)c1ccc(OCC)cc1 (configuration not stated)	-5	-2	-1.1	0	-8	1	88	6	8	-13
C(=N\n1cnnc1)/c1cn(-c2cccs2)nc1-c1ccccc1	25	11	3.0	-2	-1	2	94	6	1	-49
C/C(=N\O)c1cc(Cl)ccc1O	2	-3	0.7	1	7	0	100	-5	9	-4
O=C(CSc1nnnn1-c1ccc2c(c1)CCC2)Nc1ccc2c(c1)OCCO2	-17	5	0.1	9	2	0	101	-6	7	-34

Structures above shown as hits in ABHD5 PLIN5 PPI.
compound,MC4R antagonist,MC4R barr agon,m5-HT2A agonist,NOD2 RIPK2 PPI,N-glyco inh,ABCB6 inh MLPCN,ABHD5 PLIN5 PPI,TLR9-MyD88 inh,SRC2 inh
N#Cc1ccc(/C=C/C(=O)c2ccccc2)cc1,19,-2.1,-8,9,13,96,83*,15,23

Going on with the list:
SMILES	Cardio protect	MC4R antagonist	MC4R barr agon	m5-HT2A agonist	NOD2 RIPK2 PPI	N-glyco inh	ABCB6 inh MLPCN	ABHD5 PLIN5 PPI	TLR9-MyD88 inh	SRC2 inh
CCc1nc2ccc(C(=O)Nc3cc(-c4ccccc4)ccc3OC)cn2c1N(C)Cc1ccc(OC)cc1	14	11	-0.6	-3	-3	-7	93	3	x	-8
O=C(NC(=S)N1CCN(c2nc(-c3ccccc3)cs2)CC1)c1cccnc1	-7	-3	-1.2	10	6	0	104	7	-2	-2
FC(F)(F)c1cccc(NC(=S)N2CCCCCC2)c1	-5	8	-5.0	-6	0	1	97	-4	-4	-12
Cc1cc(-c2n[nH]c(=S)n2Cc2ccco2)n(C)n1	5	3	-1.9	0	-21	5	98	-5	-12	16
CC(=O)Nc1ccc(S(=O)(=O)N2CCC(C(=O)NC3CCCC3)CC2)cc1	0	2	-1.9	4	-11	0	99	-1	6	-16
CC(=O)c1ccccc1C(=O)N1CCCC(CNC(=O)c2ccccc2Cl)C1 (configuration not stated)	0	0	-1.6	4	0	1	101	1	-3	-8
CCn1cc(CNC(=O)CC2C(=O)NCCN2CC(c2ccccc2)c2ccccc2)cn1 (configuration not stated)	17	5	-3.1	2	5	0	98	1	0	-3
CSc1nsc(SC)c1NC(=O)OCC1CCCO1 (configuration not stated)	12	8	-0.9	0	2	2	99	-3	1	-9
COc1ccc(S(=O)(=O)NCc2cccnc2)cc1NC(=O)c1ccccc1C	3	-2	-0.6	3	-8	1	97	-57	4	10
COc1ccc(-n2cc(CNCC3CC(=O)N(C4CC4)C3)c(-c3ccccc3Cl)n2)cc1 (configuration not stated)	0	-1	-4.8	-2	-3	-1	96	0	-6	-8
CC(=O)Nc1ccc(C2C(=O)c3ccccc3C2=O)cc1	-15	-4	-1.0	-1	-3	0	96	6	3	8
Cc1ccc(/C=N/c2sc3c(c2C#N)CCC3)o1	-4	-3	-1.0	4	-3	-6	101	-10	-5	9

6 compounds picked at random from those above, as already listed:
SMILES	Cardio protect	MC4R antagonist	MC4R barr agon	m5-HT2A agonist	NOD2 RIPK2 PPI	N-glyco inh	ABCB6 inh MLPCN	ABHD5 PLIN5 PPI	TLR9-MyD88 inh	SRC2 inh
COc1ccc(-n2cc(CNCC3CC(=O)N(C4CC4)C3)c(-c3ccccc3Cl)n2)cc1 (configuration not stated)	0	-1	-4.8	-2	-3	-1	96	0	-6	-8
O=C(NC(=S)N1CCN(c2nc(-c3ccccc3)cs2)CC1)c1cccnc1	-7	-3	-1.2	10	6	0	104	7	-2	-2
CC(=O)Nc1ccc(C2C(=O)c3ccccc3C2=O)cc1	-15	-4	-1.0	-1	-3	0	96	6	3	8
Cc1cc(-c2n[nH]c(=S)n2Cc2ccco2)n(C)n1	5	3	-1.9	0	-21	5	98	-5	-12	16
Cc1ccc(/C=N/c2sc3c(c2C#N)CCC3)o1	-4	-3	-1.0	4	-3	-6	101	-10	-5	9
COc1ccc(S(=O)(=O)NCc2cccnc2)cc1NC(=O)c1ccccc1C	3	-2	-0.6	3	-8	1	97	-57	4	10

Later entries
SMILES	Cardio protect	MC4R antagonist	MC4R barr agon	m5-HT2A agonist	NOD2 RIPK2 PPI	N-glyco inh	ABCB6 inh MLPCN	ABHD5 PLIN5 PPI	TLR9-MyD88 inh	SRC2 inh
COc1cc(C(CCN2CCOCC2)c2c(OC)cc(OC)c3c2OC(=O)CC3c2ccc(N(C)C)cc2)cc(OC)c1OC (configuration not stated)	6	10	0.4	-3	2	2	100	14	1	-27
CC(=O)N(Cc1cc(=O)[nH]c2ccccc12)c1ccc(C)cc1C	6	-2	-1.2	-4	-4	0	101	2	16	-29
COn1c(=O)c(-c2ccc(C)cc2)[n+]([O-])c2ccccc21	2	0	-0.6	0	10	2	95	8	1	-33
Cc1ccc(-c2noc(CCC(=O)Nc3cccc(C#N)c3)n2)cc1	-22	1	-1.5	-3	-6	0	98	-4	2	-49
CCOc1ccc(OCCC(=O)Nc2ccc(F)cc2C)cc1	-10	17	0.6	1	1	2	97	4	-7	-19
NC(=O)NCCc1ccccc1	4	8	-1.4	3	-5	1	96	2	-3	2

The list is partial. The share of hits here may be higher or lower than overall.
